Assay outcomes deposited in PubChem BioAssay by National Center for Advancing Translational Sciences (NCATS).
L3MBTL1 inh = blocks human L3MBTL1 | Q9Y468 | AlphaScreen L3MBTL1–H3K9me1 peptide binding | Potency, µM (series often up to 57.1 µM), for the others: top-dose activity, negative = inhibition, hits mostly inhibitors | 230,000 tested, 0.66% active; active means well fitted inhibition curve with a large enough effect; inconclusive means small, poorly fitted or top-dose-only effect; inactive means no such curve, though single readings can be large or run the other way; further: nearly all actives have a fitted effect of over 60% in size
Target sequence (Q9Y468 whole entry, looked up): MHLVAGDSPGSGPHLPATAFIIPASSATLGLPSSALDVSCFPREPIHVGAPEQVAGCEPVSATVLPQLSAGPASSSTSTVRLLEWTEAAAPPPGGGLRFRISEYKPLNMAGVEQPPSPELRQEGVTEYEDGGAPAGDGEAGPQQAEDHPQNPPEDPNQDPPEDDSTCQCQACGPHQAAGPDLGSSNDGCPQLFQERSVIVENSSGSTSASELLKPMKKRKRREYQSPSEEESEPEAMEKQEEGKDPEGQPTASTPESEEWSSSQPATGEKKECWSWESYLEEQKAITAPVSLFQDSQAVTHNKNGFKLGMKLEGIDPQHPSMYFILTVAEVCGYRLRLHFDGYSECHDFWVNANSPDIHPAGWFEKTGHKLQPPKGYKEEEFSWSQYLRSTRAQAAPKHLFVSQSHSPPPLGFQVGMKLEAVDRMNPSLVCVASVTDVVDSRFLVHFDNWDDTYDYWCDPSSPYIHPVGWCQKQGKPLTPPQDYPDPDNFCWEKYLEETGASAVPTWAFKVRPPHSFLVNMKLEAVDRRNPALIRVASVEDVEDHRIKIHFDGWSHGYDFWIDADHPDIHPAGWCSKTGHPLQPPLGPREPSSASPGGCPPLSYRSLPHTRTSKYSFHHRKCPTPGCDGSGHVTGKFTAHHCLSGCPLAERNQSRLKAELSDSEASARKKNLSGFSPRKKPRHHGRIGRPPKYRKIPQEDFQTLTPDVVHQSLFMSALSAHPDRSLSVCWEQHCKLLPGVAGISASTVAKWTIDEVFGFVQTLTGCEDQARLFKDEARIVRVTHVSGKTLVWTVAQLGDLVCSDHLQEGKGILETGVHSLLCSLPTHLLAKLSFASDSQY
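AlphaScreen proximity signal between nickel-chelate acceptor and streptavidin donor beads (final 10 ug/mL) reports binding of 50 nM L3MBTL1 to 75 nM biotin-H3 K9me1 peptide; complex incubated with compounds 30 min at room temperature; cefsulodin titration as control.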
Active calls of the source: *; ? = inconclusive; [ ] = another dose, or the depositor's remark. On the % scale 0 is the no-effect control and ±100 the full control effect; potency means the concentration at half of the fitted maximal effect. Some of the compounds tested; the hit share may differ from the screen's.

The first seven entries (preview)
L3MBTL1 inh,Molecule
0%,COc1cccc(NC(=O)CN(C)C(=O)c2cc3ccccc3cc2OC)c1
-7%,NC(=O)CC(NC(=O)c1ccccc1)c1ccc(N2CCCCCCC2)c([N+](=O)[O-])c1 (centres undefined)
1%[2.29 µM],N#CCCn1cc(C(=O)Nc2ccc(C(=O)O)cc2)c(-c2cccc(Br)c2)n1
0%,CCCSc1ccc([C@@H]2[C@H]3C(=O)N(C)C(=O)[C@H]3[C@]3(C(=O)OC)CCCN23)cc1OC
-1%,CCOc1ccccc1/C=C/c1nc2ccccc2[nH]c1=O
1%,O=C(Cc1ccccc1F)Nc1cc(S(=O)(=O)N2CCCC2)ccc1Cl
8%,CN1CCN(S(=O)(=O)c2ccccc2)CC1

Main list, from the first entry:
L3MBTL1 inh,Molecule
0%,COc1cccc(NC(=O)CN(C)C(=O)c2cc3ccccc3cc2OC)c1
-7%,NC(=O)CC(NC(=O)c1ccccc1)c1ccc(N2CCCCCCC2)c([N+](=O)[O-])c1 (centres undefined)
1%[2.29 µM],N#CCCn1cc(C(=O)Nc2ccc(C(=O)O)cc2)c(-c2cccc(Br)c2)n1
0%,CCCSc1ccc([C@@H]2[C@H]3C(=O)N(C)C(=O)[C@H]3[C@]3(C(=O)OC)CCCN23)cc1OC
-1%,CCOc1ccccc1/C=C/c1nc2ccccc2[nH]c1=O
1%,O=C(Cc1ccccc1F)Nc1cc(S(=O)(=O)N2CCCC2)ccc1Cl
8%,CN1CCN(S(=O)(=O)c2ccccc2)CC1
-7%,CCc1ccc(OCCCCCn2ccnc2)cc1
-2%,CCOc1ccc(NC(=O)CN(C)C(=O)CN2C(=O)NC3(CCCC3)C2=O)cc1OCC
-9%,Cc1ccc(C(=O)N[C@H](C(=O)NC2CCCCC2)C(C)C)cc1
0%,Cn1c(N)c(C(=O)COC(=O)Cc2ccc(Cl)cc2Cl)c(=O)n(C)c1=O
6%,CC(=O)C[C@H](O)CC(=O)[C@@H]1OC(=O)CCCCCc2ccccc21
-5%,CCOC(=O)C1=C(COC(=O)c2cccs2)NC(=O)NC1C (centres undefined)
-1%,Cc1cccc(C)c1NC(=O)CN(C)C(=O)CCC(=O)c1ccccc1
1%,CC(=O)N1CCN(C(=O)c2cc(-c3ccc(C)o3)nc3ccccc23)CC1
5%,CCN(CC(=O)Nc1c(F)cccc1F)C(=O)c1ccc(-n2cncn2)c([N+](=O)[O-])c1
-1%,CC(C)CC(=O)Nc1ccc(C(=O)COC(=O)C2=COCCO2)cc1
25%,COc1ccc(C2=NOC(Cn3nc(-c4ccccc4)cc3C(=O)NCc3ccccc3OC)C2)cc1 (centres undefined)
-1%,Cn1c(O)c(N=Nc2ccccc2[N+](=O)[O-])c2ccccc21
7%,COc1ccc(C2=CC(=O)C[C@H](c3ccc(Cl)cc3)C2)cn1
0%,O=C1C=C(NC2CCCCC2)CCC1
3%,O=C(Nc1ccc2c(c1)C(=O)NC2=O)c1cccc(C(F)(F)F)c1
-17%,O=C(Cn1nc(C(=O)O)c2ccccc2c1=O)Nc1cccc(S(=O)(=O)N2CCCC2)c1
3%,O=C(NNC(=O)c1ccc(-n2cncn2)c([N+](=O)[O-])c1)c1ccc(Cl)cc1
-11%,COc1ccc(CCNc2nc(-c3ccc(O)cc3)cs2)cc1OC
5%,CC[C@]12c3[nH]c4ccccc4c3CCN1C(=O)C(CC(=O)NCCc1ccccn1)C[C@@H]2C(=O)N1CCN(C(=O)C2CC2)CC1 (some centres undefined)
10%,Fc1ccc(CNc2ccccn2)cc1
-7%,Cc1ccccc1CN1CCN(C2CCC2)CC1CCO (centres undefined)
-4%,COc1ccc(N2CC(NS(=O)(=O)c3cccs3)CC2=O)cc1 (centres undefined)
-7%,COc1ccc(OC)c(NC(=O)c2cc3ccccc3cc2OC)c1
-2%,COc1ccc(C)cc1S(=O)(=O)N1CCC2(CC1)OCCN2S(=O)(=O)c1cccs1
-7%,O=C1CN(C(=O)COC(=O)CCS(=O)(=O)c2ccccc2)c2ccccc2N1
6%,Cc1ccc2c(c1)[C@H]1[C@H](CO2)[C@H](c2ccccc2)[C@]2(C)C(=O)N(CC3CCCO3)CC(=O)N12 (some centres undefined)
-10%,COc1ccc2c(c1)OC[C@H]1[C@H]2N2C(=O)c3cc(OC)c(OC)cc3NC(=O)[C@@]2(C)[C@H]1c1ccccc1
-1%,CCN(CC(=O)NCc1ccc(Cl)cc1)C(=O)CCOc1ccc(C)cc1
-7%,COc1ccccc1CNS(=O)(=O)CCNC(=O)c1ccccc1
-10%,CNS(=O)(=O)c1cccc(C(=O)OCC(=O)c2cc(C)n(CC3CCCO3)c2C)c1 (centres undefined)
6%,Cc1cc(C)c(C)c(S(=O)(=O)N2CCN(C(=O)C3CCC3)CC2)c1C
0%,COc1ccc(CCNC(=O)CN2C(=O)C(=O)N(C3CCCC3)C2=O)cc1OC
-4%,Cc1ccc2c(c1)C(=O)N1[C@H]3c4cc(Cl)ccc4OC[C@@H]3[C@H](c3ccccc3)[C@]1(C)C(=O)N2
6%,CN(CC(=O)Nc1ccc(F)c(F)c1F)C(=O)c1nn(Cc2ccccc2)c(=O)c2ccccc12
-2%,COc1ccc(NC(=O)CN(C)C(=O)c2ccc3ccccc3n2)cc1
4%,O=C(O)c1cc(-c2ccccc2)nc(-c2ccccc2)c1
-1%,COCCCN(C(=O)CCOc1ccc(C)cc1)c1c(N)n(Cc2ccccc2)c(=O)[nH]c1=O
5%,Cc1cc(C(=O)N2CCN(c3ccccc3O)CC2)c(C)o1
3%,COc1ccc(CNC(=O)COC(=O)C(CCSC)NC(=O)c2ccco2)cc1OC (centres undefined)
8%,COc1ccc(C(=O)N2CCNC(=O)C2)cc1S(=O)(=O)Nc1ccc(Br)cc1
3%,Cc1ccc(N2C(=O)N3[C@H](c4ccc(F)cc4)[C@@H]4C(=O)N(C5CCCCC5)C(=O)[C@@H]4[C@]3(C)C2=O)cc1
-3%,COc1cc(CNn2cn[nH]c2=S)ccc1OCC(=O)NC(C)(C)C
1%,Cc1ccc(NC(=O)CSc2nc(=O)n(CCCN3CCOCC3)c3c2CCCC3)cc1

More results follow.
L3MBTL1 inh,Molecule
3%,CCCCCN(C(=O)CCC(=O)OCc1cccc(Cl)c1)c1c(N)n(CCCC)c(=O)[nH]c1=O
-2%,OCCN1CCN(CC/C=C2/c3ccccc3Sc3ccc(Cl)cc32)CC1
-6%,COc1c(OC(C)=O)c(=O)n2c3ccccc3c3ccnc1c32
2%,O=C1CC2(CCN(C(=O)c3ccc(Cl)cc3)CC2)Oc2ccccc21
5%,CCCCn1c(N)c(N(CC(C)C)C(=O)c2oc3c(Cl)cccc3c2C)c(=O)[nH]c1=O
-18%,Cc1cc(C)c(NC(=O)c2ccc3nccnc3c2)c(C)c1
35%[activator],COc1ccc(C(=O)C(C)OC(=O)CCN2C(=O)C3CC=CCC3C2=O)cc1 (centres undefined)
-7%,O=C(CCc1nc2ccccc2c(=O)[nH]1)Nc1cccc(S(=O)(=O)N2CCCCC2)c1
-2%,CN(C(=O)COC(=O)/C=C/c1ccc2c(c1)OCO2)c1c(N)n(Cc2ccccc2)c(=O)[nH]c1=O
2%,Cc1ccc(NC(=O)CN(C)C(=O)CSc2ccccc2F)cc1
11%,CC(OC(=O)c1ccc(Cl)cc1)C(=O)NCC1CCCCC1 (centres undefined)
1%,COc1ccccc1C(=O)OCC(=O)Nc1cccc(S(=O)(=O)NC2=NCCCCC2)c1
7%,O=C(COC(=O)C12CC3CC(CC(Br)(C3)C1)C2)Nc1ccc2[nH]c(=O)[nH]c2c1
-3%,CN(CC(=O)Nc1ccc(Cl)cc1)C1=NS(=O)(=O)c2ccccc21
2%,CCOc1ccc(-c2cccc(NC(=O)c3ccco3)c2)nn1
-5%,CCCc1cc(=O)[nH]c(SCC(=O)Nc2ccc(C)c(S(=O)(=O)N3CCCCC3)c2)n1
-6%,CCNC(=O)NC(=O)CSc1ccc(S(=O)(=O)N(C)C2CCCCC2)cn1
-1%,Cc1nc(NC(=O)C2CC2)sc1C(=O)Nc1cccc(Cl)c1
-3%,COc1ccc(OCC(=O)NNC(=O)Cn2c(=O)cnc3ccccc32)cc1
1%,COCCCNC(=O)C(C)N1c2cccc3cccc(c23)S1(=O)=O (centres undefined)
?,CCOc1ccc(C(=O)NCc2ccco2)cc1OC
2%,O=C(COC(=O)/C=C/c1cccc(Br)c1)NC1CC1
-2%,CC1(C)NS(=O)(=O)Oc2ccccc21
16%,CC(=O)N1c2ccccc2[C@@H](C)[C@@H]1C
-1%,CCC(=O)c1ccc(OCC(=O)OC(C)C(=O)N2CCc3ccccc32)cc1 (centres undefined)
2%,COc1ccc(C2CC(c3ccc(F)cc3)=NN2c2ccccc2)cc1OC (centres undefined)
-1%,Nc1nccnc1C(=O)OCC(=O)NC1CCCc2ccccc21 (centres undefined)
17%,O=C(O)C(C(O)c1ccccc1)[n+]1ccccc1 (centres undefined)
7%,Cc1cc(SCC(=O)N(CC(C)C)c2c(N)n(CC(C)C)c(=O)[nH]c2=O)nc2ccccc12
11%,CC(Oc1ccc(F)cc1)C(=O)Nc1cc(C(F)(F)F)ccc1-n1cncn1 (centres undefined)
5%,C=CCn1c(COc2ccccc2OC)nc2ccccc21
-1%,CC(=O)c1cccc(NC(=O)C(C)OC(=O)c2ccc3ncsc3c2)c1 (centres undefined)
34%[activator],CCCCCN(C(=O)CCC(=O)OCC(=O)N1CCC(C)CC1)c1c(N)n(CCCC)c(=O)[nH]c1=O
4%,O=C(CNC(=O)c1ccc(F)cc1)NCc1ccc(S(=O)(=O)N2CCOCC2)cc1
-13%,COc1ccc(CN2C(=O)C(CC(C)C)Nc3ncnc(N4CCN(c5ccccc5)CC4)c32)cc1 (centres undefined)
-16%,COc1ccc2[nH]c3c(c2c1)CCN1C(=O)C(CC(=O)NCc2ccc(OC)c(OC)c2)C[C@H](C(=O)N2CCCCC2)[C@@]31CCc1ccccc1 (some centres undefined)
5%,N#Cc1ccc(N[C@@H]2CCN3C(=O)c4ccccc4[C@@H]3C[C@H]2O)cc1
5%,COc1ccc(S(=O)(=O)N2CCCC2CNC(=O)C(=O)NCCc2ccccc2)cc1 (centres undefined)
-8%,COc1ccc(CNC(=O)C[C@H]2C[C@H](C(=O)N3CCCCC3)[C@@]3(C)c4[nH]c5ccc(Cl)cc5c4CCN3C2=O)cc1OC
-8%,CN(C)CCCNc1oc(-c2ccc(Cl)cc2)nc1S(=O)(=O)c1ccccc1
-10%,CN(CC(=O)Nc1c(Cl)cccc1Cl)C(=O)Cc1cccs1
2%,Cc1cccc(NS(=O)(=O)c2cccc(C(=O)N3CCCC(C(F)(F)F)C3)c2)c1 (centres undefined)
6%,O=C(COC(=O)COc1ccc(Cl)cc1)NCCCc1ccccc1
1%,COC(=O)N1C(=O)[C@](CC(C)C)(c2ccccc2)N1C(=O)OC
-7%,COc1ccc(NC(=O)CN(C)C(=O)CC2CCCC2)cc1
2%,CC(CNC(=O)CCC(=O)N1CCOc2ccccc21)c1ccccc1 (centres undefined)
0%,COc1ccc(CC(=O)Nc2cc(S(=O)(=O)N3CCCCC3)ccc2C)cc1
2%,COc1ccc(-c2cc3c(=O)n(CC(=O)NCc4cccnc4)ncn3n2)cc1
2%,Cc1ccc(NC(=O)CSc2nc(C)c(C)c(C)n2)cc1S(=O)(=O)N1CCOCC1
-1%,O=C(CSc1ccccc1F)NC(=O)c1ccccc1Br

(cont.)
L3MBTL1 inh,Molecule
0%,O=C(Cc1ccccc1F)NNC(=O)c1cccs1
21%,O=C(CN1C(=O)NC2(CCOc3ccccc32)C1=O)c1ccc(Cl)s1 (centres undefined)
-1%,CCCCCCSc1ccc([C@H]2N[C@@](Cc3ccccc3)(C(=O)OC)[C@H]3C(=O)N(C)C(=O)[C@@H]23)cc1
?,COc1cc(Nc2ccc(S(=O)(=O)N3CCN(C)CC3)cc2[N+](=O)[O-])cc(OC)c1
7%,O=C(CSC1=NS(=O)(=O)c2cc(F)ccc2N1)NCc1ccc(F)cc1
10%,CN=C(NC1CCCCC1)c1ccc([N+](=O)[O-])cc1
-3%,COc1ccc(CNC(=O)c2cc(C3CC3)nc3c2cnn3C(C)C)cc1OC
-3%,COc1cccc(CNC(=O)c2cc(=O)[nH]c3ccc(S(=O)(=O)N4CCOCC4)cc23)c1
5%,CCOC(=O)c1ccc(N2C(=O)C(O)=C(C(C)=O)C2c2ccc([N+](=O)[O-])cc2)cc1 (centres undefined)
0%,COc1ccc(CCC2(C)NC(=O)N(C(C)C(=O)Nc3ccccc3F)C2=O)cc1 (centres undefined)

Some of these compounds in order of their number in L3MBTL1 inh, high to low.
L3MBTL1 inh,Molecule
10%,CN=C(NC1CCCCC1)c1ccc([N+](=O)[O-])cc1
7%,O=C(CSC1=NS(=O)(=O)c2cc(F)ccc2N1)NCc1ccc(F)cc1
0%,COc1ccc(CCC2(C)NC(=O)N(C(C)C(=O)Nc3ccccc3F)C2=O)cc1 (centres undefined)
-1%,CCCCCCSc1ccc([C@H]2N[C@@](Cc3ccccc3)(C(=O)OC)[C@H]3C(=O)N(C)C(=O)[C@@H]23)cc1
-3%,COc1ccc(CNC(=O)c2cc(C3CC3)nc3c2cnn3C(C)C)cc1OC

More entries follow:
L3MBTL1 inh,Molecule
6%,CC(=O)c1cccc(NC(=O)CNC(=O)Cc2cccc3ccccc23)c1
-5%,COP(=O)(OC)C(Nc1ccc(Cl)cc1)c1ccccc1 (centres undefined)
2%,CC(C)Oc1ccc(CN2CCCC(CO)(Cc3ccc(F)cc3)C2)cc1 (centres undefined)
-8%,CCN1C(=O)[C@H]2[C@@H](c3ccc(-c4cccc(Cl)c4)c(OC)c3)N3CCCC[C@@]3(C(=O)OC)[C@H]2C1=O
